High-throughput results (PubChem BioAssay)
ERAP1 inh: blocks human ERAP1 aminopeptidase activity | Q9NZ08 | recombinant ERAP1, Leu-AMC fluorescence, 60 min | inhibition, % at 10.7 µM | 0.15% of 340,000 active;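 active means mean replicate inhibition of at least 30%, or all replicates individually reaching that 30% level; inactive means mean below 30% and not every replicate reaching it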;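 further: 0% = neutral control wells and 100% = L-leucinethiol positive control wells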
Target sequence (Q9NZ08 whole entry, looked up): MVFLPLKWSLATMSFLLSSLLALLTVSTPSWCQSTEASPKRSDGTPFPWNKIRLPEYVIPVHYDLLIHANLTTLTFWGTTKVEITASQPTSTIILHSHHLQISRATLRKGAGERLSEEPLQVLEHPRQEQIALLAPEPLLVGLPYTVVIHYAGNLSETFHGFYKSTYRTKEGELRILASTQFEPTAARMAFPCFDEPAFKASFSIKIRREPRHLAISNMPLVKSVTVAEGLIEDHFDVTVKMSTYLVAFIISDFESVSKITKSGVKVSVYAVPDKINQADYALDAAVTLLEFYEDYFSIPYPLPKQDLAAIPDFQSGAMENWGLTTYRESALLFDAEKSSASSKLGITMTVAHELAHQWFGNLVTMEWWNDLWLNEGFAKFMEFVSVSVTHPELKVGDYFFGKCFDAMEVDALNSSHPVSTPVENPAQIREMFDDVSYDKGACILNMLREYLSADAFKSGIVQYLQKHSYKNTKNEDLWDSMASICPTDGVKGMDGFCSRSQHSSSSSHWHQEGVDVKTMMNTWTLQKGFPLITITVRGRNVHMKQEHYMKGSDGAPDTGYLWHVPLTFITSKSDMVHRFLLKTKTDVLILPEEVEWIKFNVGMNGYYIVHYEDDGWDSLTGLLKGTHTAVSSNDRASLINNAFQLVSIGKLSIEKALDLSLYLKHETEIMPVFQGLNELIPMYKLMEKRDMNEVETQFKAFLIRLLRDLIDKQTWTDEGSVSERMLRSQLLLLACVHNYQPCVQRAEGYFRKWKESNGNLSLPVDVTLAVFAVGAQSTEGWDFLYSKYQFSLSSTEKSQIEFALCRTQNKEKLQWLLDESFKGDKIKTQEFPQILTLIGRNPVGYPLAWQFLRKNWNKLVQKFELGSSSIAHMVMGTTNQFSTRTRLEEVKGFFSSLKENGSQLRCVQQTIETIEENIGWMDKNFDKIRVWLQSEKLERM
LGR2 antag: inhibitors of bursicon-induced Drosophila LGR2 receptor cAMP signaling; HEK293 LGR2, CRE-luciferase, bursicon-stimulated, 4 h; inhibition, % at 9.99 µM; 0.35% of 380,000 active; AID 720647;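 active means drop in luminescence signal, shown as inhibition above about 50% in the replicate tests, limit read from the data, passing the limit was not always enough; inconclusive means probably only some replicates passing the limit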;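 further: agonist challenge used bursicon conditioned medium at about half maximal strength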
PglD DTNB: inhibitors of Campylobacter jejuni PglD acetyltransferase. purified PglD enzyme, DTNB colorimetric CoA detection. inhibition, % at 12.5 µM. 0.098% of 360,000 active. AID 602405; in the data active means inhibition above about 16%, passing the limit was not always enough; inconclusive means no clear call, values can overlap the other calls; further: strong numbers were not always called active
PGC1a acetyl inh: modulators of PGC1a acetylation; U2OS PGC1a acetylation, AlphaScreen anti-acetyl-lysine; with virally co-expressed GCN5 acetyltransferase; inhibition, % at 15.6 µM; 0.17% of 350,000 active; AID 651687;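 active means every replicate shows inhibition of at least 40%; inconclusive means mean inhibition at least 40% but some replicate below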;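 further: 0% = neutral control wells and 100% = positive control wells; some results beyond the cut were filed as inactive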
FN deposit inh: fibronectin deposition inhibition; AH1F fibroblasts, Alexa488-fibronectin deposition fluorescence, overnight; inhibition, % at 12.6 µM; 0.086% of 350,000 active;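 active means mean inhibition across replicates of 30% or more, regardless of how many single replicates reach that level; inconclusive means mean under 30% yet at least half of replicates reach 30%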;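 further: positive control wells lacked labelled fibronectin entirely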
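Measured by – fluorescence 485/525 nm · System – AH1F fibroblast monolayer, labelled fibronectin deposition · Amount – 10000 cells per well · Buffer or medium – serum-reduced DMEM (2% serum) · Doses – single dose, pinned · Also added – fluorescent fibronectin at 24 nM final · Schedule – 1 h cell attachment, overnight exposure to compound and label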
EWS-Fli block: EWS/Fli transcriptional activity inhibition; AID 651661; inhibition, % at 12.6 µM; A673 NR0B1-luciferase reporter, viability-normalised; 0.67% of 350,000 active;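 active means mean inhibition of at least 50% after viability correction, with every replicate also passing that limit; inconclusive means mean reaches 50% but only one of two replicates passes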;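 further: firefly luciferase signal divided by Alamar Blue viability fluorescence both relative to DMSO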
PAX8 reporter: PAX8 transcriptional activity inhibition. RMG-I TPO-luciferase reporter, SteadyGlo, 24 h. inhibition, % at 12.6 µM. 1.2% of 360,000 active. AID 652154;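 active means mean replicate inhibition at least 60% with every replicate also reaching 60%; inconclusive means only one of the two criteria is met; inactive means mean below 60% and not all replicates reaching 60%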;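 further: luciferase light reporting Pax8 driven TPO promoter activity; plate controls were median of neutral control wells for no effect and mitoxantrone controls for full effect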
S100A4 MyoIIA: blocks human S100A4 binding to myosin IIA peptide. P26447. S100A4/TAMRA-MyoIIA peptide fluorescence polarization. inhibition, % at 10.7 µM. 0.14% of 360,000 active. AID 652163;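 active means mean inhibition of at least 70% across replicates, with every replicate also reaching that level; inconclusive means mean inhibition reaches 70% but some replicates fall short; inactive means mean inhibition below 70%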
Target sequence (P26447 whole entry, looked up): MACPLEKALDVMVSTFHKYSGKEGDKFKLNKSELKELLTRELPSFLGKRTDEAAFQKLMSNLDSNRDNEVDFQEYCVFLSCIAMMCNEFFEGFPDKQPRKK
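Material: S100A4 monomer (human). Medium: Calcium-containing HEPES buffer, pH 7.2. Probe or stimulus: labelled myosin peptide probe, 5 nM. Compound dosing: one concentration per compound. Timing: polarization read 5 min after assay mix addition, stable 5–60 min. Benchmarks: DMSO as neutral control, TFP as positive control.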
An asterisk follows results filed as active; ? = inconclusive; nt = not tested or not shown; & = joins results of further samples.

SMILES | ERAP1 inh | LGR2 antag | PglD DTNB | PGC1a acetyl inh | FN deposit inh | EWS-Fli block | PAX8 reporter | S100A4 MyoIIA
Cc1ccc(NC(=O)c2sc3ncn(CC(=O)N4CCN(c5ccccn5)CC4)c(=O)c3c2C)cc1 | -2 | 7 | -1 | -9 | 2 | 4 | -2 | -2
CCC1(C)CC(c2nc(-c3ccc(OC)cc3)cs2)CCS1 (stereo unspecified) | nt | -3 | 5 | nt | -30 | nt | -23 | nt
C[C@H](CO)N1C[C@H](C)[C@H](CN(C)S(=O)(=O)c2cccs2)OCc2cnnn2CCCC1=O | -2&-6 | 0 | 6&5 | -7&-3 | -3 | -24&-5 | -11&-5 | -4&6
Cc1ccc([C@H]2C[C@H](n3cc(C4CC4)nn3)[C@@H](O)CN2C(=O)c2cccs2)cc1 | nt | 7 | 5 | nt | -2 | -1 | -3 | -4
CCCCNc1nc(NCc2ccccc2)nc2ccccc12 | -5 | 33 | nt | nt | 4 | 19 | 30 | -1
c1ccc(-c2ccccc2OCc2nnc3n2CCC3)cc1 | -2 | -21 | nt | 2 | nt | -5 | 4 | -1
CC(=O)N(C)C[C@H]1Oc2ncc(C3=CCCC3)cc2C(=O)N([C@H](C)CO)C[C@H]1C | 3 | 12 | 1 | 6 | -1 | -6 | nt | -7
CC(=O)N1c2ccc(S(=O)(=O)N3CCC(C(=O)NC4CCCC(C)C4C)CC3)cc2CC1C (stereo unspecified) | 0 | -4 | 3 | 21 | -6 | 2 | 14 | 5
CC(=O)Nc1nnc(S(=O)(=O)N2CCN(c3ccc([N+](=O)[O-])cc3Cl)CC2)s1 | 2 | 3 | 7 | -12 | -13 | nt | -2 | 1
C[C@H](CO)N1C[C@H](C)[C@@H](CN(C)S(=O)(=O)c2cn(C)cn2)Oc2ccc(NS(=O)(=O)c3cccs3)cc2CC1=O | 1 | 28 | 1 | 12 | nt | -5 | -15 | 7
Cc1ccc(Oc2nc3ccccn3c(=O)c2/C=C(\C#N)C(=O)Nc2c(C)n(C)n(-c3ccccc3)c2=O)c(C)c1 | 3 | 6 | -14 | nt | -2 | -5 | -8 | 0
C[C@H](CO)N1C[C@H](C)[C@@H](CN(C)C)Oc2ccc(NC(=O)CCC(F)(F)F)cc2C1=O | -3 | 4 | 4 | 9 | nt | -2 | -19 | 26
Cc1noc(C)c1NC(=O)N(C)C[C@@H]1Oc2c(NS(=O)(=O)c3ccc(F)cc3)cccc2C(=O)N([C@@H](C)CO)C[C@H]1C | 3 | 4 | -2 | 8 | nt | -5 | -7 | 1
Cc1cnc(C(=O)OCC(=O)Nc2ccc(Cl)cn2)cn1 | 1 | -4 | -6 | 6 | -2 | 2 | nt | -7
C[C@@H]1CN([C@@H](C)CO)C(=O)c2cc(NC(=O)Cc3cn(C)c4ccccc34)ccc2O[C@H]1CN(C)S(=O)(=O)c1ccccc1 | 0 | nt | 0 | 3 | nt | -7 | 0 | -2
Cc1ccc(N(Cc2ccccc2)C(=O)c2ccc(Cl)c(S(=O)(=O)N3CCOCC3)c2)cc1 | -6 | -15 | nt | nt | nt | 3 | 10 | -4
CC(=O)c1cccc(NC(=O)c2ccc(N(Cc3ccccc3)S(C)(=O)=O)cc2)c1 | 1 | -20 | -6 | nt | nt | nt | nt | -11
COc1ccc(Cc2nc3ccc(C(=O)N(C)C(C)c4nccs4)cc3o2)cc1 (stereo unspecified) | -1 | -8 | 0 | 13 | -10 | 3 | 9 | 0
Cc1cccc(-c2onc3ccc(C(=O)/C=C/N(C)C)cc23)c1 | 4 | 20 | nt | nt | 8 | 2 | 0 | -1
N/C(=N\OC(=O)COc1cc(Cl)c(Cl)cc1Cl)c1ccccn1 | 1 | -68 | 1 | 1 | 9 | -129 | -137 | -7
CC(C)Oc1ccc(S(=O)(=O)N2CCOCC2)cc1NC(=O)CSc1nnc(C2CC2)n1C | -5 | -2 | -1 | 7 | 9 | 3 | 11 | -1
CCN(CC)S(=O)(=O)c1ccc(C(=O)Nc2cc(S(=O)(=O)N3CCOCC3)ccc2O)cc1 | 5 | -7 | -1 | ? | 25 | 1 | 6 | 3
CCC(=O)N1C[C@@H](C)[C@H](OC)CN(C)C(=O)c2cc(NC(=O)c3cc(C)on3)ccc2OC[C@@H]1C | nt | -3 | nt | -38 | 6 | 10 | nt | nt
C[C@H]1CN([C@@H](C)CO)C(=O)CCCn2nncc2CO[C@@H]1CN(C)C(=O)C1CCCCC1 | 2 | 18 | -3 | 3 | 3 | -3 | -21 | -2
OCC1(Cc2ccccc2)CCN(C2CCN(c3ccccc3F)CC2)CC1 | -1 | -6 | nt | -28 | nt | 4 | 12 | -2
OC[C@@H]1CN(Cc2ccco2)C[C@H](n2cnc3c(NC4CC4)ncnc32)O1 | -6 | -8 | 3 | nt | 18 | 3 | -10 | -5
Cc1cc(N2CCOCC2)nc2ccc(NC(=O)CCC(=O)N3CCN(c4ccccc4F)CC3)cc12 | 2 | -48 | -2 | -12 | 12 | -85 | -74 | 2
COC(=O)C[C@H]1CC[C@@H]2[C@H](COC[C@@H](O)CN2C(=O)Nc2cccc(F)c2)O1 | -2 | 1 | 3 | -7 | -18 | -23 | -17 | -9
C[C@@H]1CN([C@H](C)CO)C(=O)c2cc(-c3ccc(F)cc3)cnc2O[C@@H]1CN(C)S(C)(=O)=O | 0 | -33 | 2 | -8 | -16 | 8 | nt | 5
CCc1cc2cc(C)c(C)cc2nc1SCC(=O)NNC(=O)c1ccco1 | -1 | -19 | nt | nt | nt | 10 | nt | 2
Cc1nc2scc(-c3ccccc3)c2c(=O)n1N=C1C=CC(=O)C=C1 | 13 | -1 | nt | nt | -13 | 30 | 30 | 1
CC(=O)NN1C(=O)c2ccccc2NC1c1ccccn1 (stereo unspecified) | nt | 0 | -1 | 2 | -4 | nt | -12 | nt
C[C@@H]1CCCCO[C@@H](CN(C)S(=O)(=O)c2ccc(F)cc2)[C@H](C)CN([C@H](C)CO)C(=O)c2cc(NC(=O)Nc3ccc4c(c3)OCO4)ccc2O1 | 0 | -5 | -2 | 7 | 1 | 6 | -9 | -2
Cc1ccc(OCC(=O)NNC(=O)C2CSC3(C)CCC(=O)N23)cc1C (stereo unspecified) | 1 | -8 | -3 | nt | -5 | 1 | 1 | -8
O=C(NCCc1ccccc1)c1cc([N+](=O)[O-])ccc1N1CCOCC1 | 0 | 6 | -6 | -2 | 5 | -5 | nt | 3
O=C(Nc1cc(S(=O)(=O)Nc2ccc(Cl)cc2)ccc1O)c1ccc(F)cc1F | 2 | 14 | -2 | -8 | 13 | 3 | 12 | 64
Cc1cccn2c(=O)c(C(=O)NCCCN3CC(C)CC(C)C3)c(O)nc12 (stereo unspecified) | 3 | 2 | 1 | nt | -2 | -4 | -9 | -10
CN1CCN(C(=O)C[C@@H]2CC[C@H]3[C@@H](COc4ccc(NC(=O)c5cccs5)cc4C(=O)N3C)O2)CC1 | -3 | 0 | -1 | 9 | 0 | -8 | -5 | 8
C[C@@H]1CCCCO[C@H](CN(C)S(=O)(=O)c2ccccc2)[C@@H](C)CN([C@@H](C)CO)C(=O)c2cc(NC(=O)Cc3ccccc3)ccc2O1 | -1 | 12 | 3 | 28 | -12 | -11 | -1 | -4
CO[C@H]1CN(C)C(=O)c2ccc(NC(=O)c3cc(C)on3)cc2OC[C@@H](C)N(C)C[C@H]1C | 0 | 1 | 1 | -12 | 1 | -12 | 2 | 2
COC(=O)c1ccccc1N/C=C/C(=O)c1ccc(Br)cc1 | 1 | -46 | -2 | 5 | 3 | -7 | 25 | 2
Cc1[nH]c2ccccc2c1C(C[N+](=O)[O-])c1cccc(O)c1 (stereo unspecified) | 1 | 1 | nt | -6 | 4 | 13 | 21 | -2
c1ccc(CN2C3=NCCN3c3ccccc32)cc1 | nt | -2 | -6 | 6 | 9 | nt | 4 | nt
COc1ccc(S(=O)(=O)NCCCCCC(=O)O)cc1C(=O)O | nt | -3 | -3 | nt | -9 | 0 | 3 | 2
COc1cccc(OC)c1C(=O)Nc1ccccc1C(=O)N1CCCC1 | 2 | -4 | 2 | nt | nt | -8 | 2 | -1
Cc1ccccc1CSCCNC(=S)Nc1ccccc1 | -2 | 6 | nt | 1 | 6 | -6 | 3 | 4
CCOC(=O)CC1C(=O)NCCN1S(=O)(=O)c1ccc(Cl)cc1 (stereo unspecified) | nt | nt | -2 | -12 | 0 | nt | -14 | nt
CCCN(C)C[C@@H]1OCc2cn(nn2)CCCC(=O)N([C@H](C)CO)C[C@@H]1C | 2 | -8 | 1 | 9 | -8 | 4 | -6 | 3
Cc1cc(NC(=O)c2ccc(Cl)cc2Cl)n(CCC#N)n1 | -4 | 7 | nt | 5 | 6 | 6 | 10 | -1
CCOC(=O)[C@]12CCCC=C1N(CCC1=CCCCC1)C(=O)[C@H](CC(=O)NCCCN1CCCC1=O)C2 | nt | 7 | nt | nt | 10 | 0 | -6 | -1
CC(NC(=O)c1cc([N+](=O)[O-])cc([N+](=O)[O-])c1)c1ccc(-n2ccnc2)cc1 (stereo unspecified) | 2 | 5 | -7 | nt | 9 | 7 | 0 | -1
CCCNC(=O)c1ccccc1NC(=O)CN(c1ccccc1OCC)S(C)(=O)=O | nt | nt | 6 | 5 | 1 | nt | 10 | nt
CCOC(=O)C1=C(N)n2c(s/c(=C/c3ccco3)c2=O)=C(C(=O)OC)C1c1ccco1 (stereo unspecified) | nt | nt | -7 | 15 | -2 | nt | 4 | nt
CCCCn1c(N)c(N(CCOC)C(=O)c2c(C)noc2C)c(=O)[nH]c1=O | 2 | -9 | nt | nt | -7 | -2 | nt | 4
CCN(CC)CCNC(=O)c1ccc(NC(=O)c2cc(-c3ccco3)nc3ccccc23)cc1 | 1 | 7 | 2 | 2 | 0 | nt | -19 | -2
COc1ccc(-c2ccc(NCCC3=CCCCC3)nn2)cc1OC | -4 | nt | -1 | -19 | nt | 6 | nt | -7
COc1c(C)cccc1C(=O)Nc1ccc(CN2CCOCC2)cc1 | 0 | -30 | 4 | -2 | nt | -105 | nt | 17
O=C(CSCc1ccccc1)Nc1ccc(F)c(F)c1 | nt | -13 | -1 | -16 | -1 | nt | -43 | nt
CCNC(=O)C[C@H]1C=C[C@@H](NC(=O)C2CCOCC2)[C@H](CO)O1 | -2 | -3 | -2 | -17 | nt | -5 | -1 | 2
O=C(C[C@@H]1CC[C@H]2[C@@H](COC[C@@H](O)CN2C(=O)Nc2ccc(F)cc2)O1)NCCc1ccccc1 | -1 | 4 | -2 | 0 | -5 | -13 | -7 | 3
Cc1ccccc1OCCC(=O)OCC(=O)Nc1cc(S(=O)(=O)N2CCOCC2)ccc1Cl | -1 | 21 | 6 | -5 | 0 | 0 | -17 | 0
CC(C)(C)c1ccc(Oc2coc3cc(OCC(=O)O)ccc3c2=O)cc1 | 3 | 23 | 0 | nt | 2 | 21 | -36 | 0
COc1ccc(NC(=O)c2noc3c2CCCCC3)cc1 | -1 | -68 | -4 | 2 | -7 | -122 | -151 | -8

Reformatted with two lines to a compound: 2 of the compounds above
Values in the order: ERAP1 inh	LGR2 antag	PglD DTNB	PGC1a acetyl inh	FN deposit inh	EWS-Fli block	PAX8 reporter	S100A4 MyoIIA
- CCCCn1c(N)c(N(CCOC)C(=O)c2c(C)noc2C)c(=O)[nH]c1=O
→ 2	-9	nt	nt	-7	-2	nt	4
- CCOC(=O)CC1C(=O)NCCN1S(=O)(=O)c1ccc(Cl)cc1 (stereo unspecified)
→ nt	nt	-2	-12	0	nt	-14	nt
